Screens (PubChem)
PAFAH1B2 FP inh: inhibitors of human PAFAH1B2 | inhibition, % at 3.39 µM | 1.2% of 340,000 active | recombinant PAFAH1B2, FP-rhodamine activity probe, fluorescence polarization;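 active means inhibition above the mean of all tested compounds plus 3 SD, cut at about 24% in these data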;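 further: 0% = enzyme with DMSO and 100% = wells lacking PAFAH1B2; many of its hits are not listed in these tables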
Target sequence (P68402 whole entry, looked up): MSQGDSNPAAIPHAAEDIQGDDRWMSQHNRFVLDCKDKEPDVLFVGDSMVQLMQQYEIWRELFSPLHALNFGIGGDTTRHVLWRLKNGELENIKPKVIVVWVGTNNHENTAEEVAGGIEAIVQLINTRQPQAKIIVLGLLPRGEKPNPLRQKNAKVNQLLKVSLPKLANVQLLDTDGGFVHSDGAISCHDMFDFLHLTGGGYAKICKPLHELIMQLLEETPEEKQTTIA
ZTA counter: blocks Epstein-Barr virus ZTA, an EBNA-1 counter-screen; ZTA-DNA binding, fluorescence polarization; inhibition, % at 11 µM; 0.15% of 320,000 active; AID 2234; in the data active means inhibition above about 33%
EBNA-1 inh: blocks EBNA-1 binding to DNA | AID 1950 | 0.34% of 300,000 active | inhibition, % at 14.8 µM | EBNA-1 DNA binding, fluorescence polarization; in the data active means inhibition above about 28%
PREPL inhibitor: human PREPL enzyme inhibition; recombinant PREPL, fluorescence polarization activity-based probe; Q4J6C6; inhibition, % at 5.96 µM; 0.68% of 320,000 active; in the data active means inhibition above about 43%;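 further: 0% = enzyme with DMSO and 100% = wells lacking enzyme; many of its hits are not listed in these tables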
LYPLA1 counter: blocks human lysophospholipase 1, a PME1 counter-screen; O75608; recombinant LYPLA1, FP-Rh probe fluorescence polarization; AID 2174; 0.16% of 320,000 active; inhibition, % at 5.9 µM;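 active means inhibition above the mean of all tested compounds plus 3 SD, set per campaign, cut at about 14% in these data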;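 further: inhibitors block serine hydrolase probe labeling of LYPLA1 so polarization falls; 0% = enzyme with DMSO and 100% = wells lacking LYPLA1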
PAFAH1B3 inh: inhibitors of human PAFAH1B3. Q15102. recombinant PAFAH1B3, FP-rhodamine probe, fluorescence polarization. inhibition, % at 3.39 µM. 0.28% of 340,000 active;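 active means inhibition above the screen-wide average of all tested compounds plus 3 SD, cut at about 25% in these data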;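 further: 0% = enzyme with DMSO only and 100% = wells lacking PAFAH1B3 protein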
LYPLA2 counter: blocks human lysophospholipase 2, a PME1 counter-screen | recombinant LYPLA2, FP-Rh probe fluorescence polarization | inhibition, % at 5.9 µM | 0.38% of 320,000 active;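 active means inhibition above the screen-wide mean plus 3 SD, limit set per campaign, cut at about 26% in these data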;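 further: 0% = LYPLA2 with DMSO and 100% = wells lacking LYPLA2 enzyme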
Target sequence (O95372 whole entry, looked up): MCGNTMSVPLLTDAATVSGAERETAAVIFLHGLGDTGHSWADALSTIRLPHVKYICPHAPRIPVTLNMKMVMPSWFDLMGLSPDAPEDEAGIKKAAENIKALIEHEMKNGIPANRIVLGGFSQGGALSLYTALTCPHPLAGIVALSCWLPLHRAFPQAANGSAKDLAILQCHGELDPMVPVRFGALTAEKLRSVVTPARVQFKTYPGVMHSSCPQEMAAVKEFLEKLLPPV
PAFAH2 inh: inhibitors of human PAFAH2 | Q99487 | recombinant PAFAH2, FP-rhodamine activity probe, fluorescence polarization | inhibition, % at 3.39 µM | 0.99% of 340,000 active;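 active means inhibition above the mean over all tested compounds plus 3 SD, cut at about 30% in these data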;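 further: inhibitors block probe labeling of enzyme so polarization drops; 0% = enzyme with DMSO and 100% = wells lacking PAFAH2 protein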
pPAFAH FP inh: pPAFAH (human) enzyme inhibition; recombinant pPAFAH, FP-rhodamine probe fluorescence polarization; inhibition, % at 3.39 µM; 1.5% of 330,000 active; AID 463082;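 active means inhibition above the mean inhibition across the screen plus 3 SD, cut at about 25% in these data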;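 further: inhibitors block binding of the rhodamine activity-based probe so polarization drops; 0% = enzyme with DMSO and 100% = wells lacking pPAFAH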
Target sequence (Q13093 whole entry, looked up): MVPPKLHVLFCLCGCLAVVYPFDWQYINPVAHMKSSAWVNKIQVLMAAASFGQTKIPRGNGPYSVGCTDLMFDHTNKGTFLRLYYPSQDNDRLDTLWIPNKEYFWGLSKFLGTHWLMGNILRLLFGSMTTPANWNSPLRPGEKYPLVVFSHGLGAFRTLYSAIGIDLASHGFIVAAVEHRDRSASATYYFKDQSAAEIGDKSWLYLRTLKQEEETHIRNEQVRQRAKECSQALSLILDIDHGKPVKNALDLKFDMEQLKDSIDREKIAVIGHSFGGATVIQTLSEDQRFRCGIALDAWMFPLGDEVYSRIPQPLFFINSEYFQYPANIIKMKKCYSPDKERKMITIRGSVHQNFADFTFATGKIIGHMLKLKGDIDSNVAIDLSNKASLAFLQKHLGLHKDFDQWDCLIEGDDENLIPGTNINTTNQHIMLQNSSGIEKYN
Starred values were filed as active, the others as inactive. Some of the compounds tested; the hit share may differ from the screen's.

How did CC(=O)NCCc1ccc(S(=O)(=O)Nc2ccc3c(c2)OCCO3)cc1 do in these assays?
PAFAH1B2 FP inh: 5; ZTA counter: 17; EBNA-1 inh: 7; PREPL inhibitor: 5; LYPLA1 counter: 0; PAFAH1B3 inh: 4; LYPLA2 counter: 2; PAFAH2 inh: 5; pPAFAH FP inh: 5

How did COC(=O)c1ccccc1NC(=O)CSc1n[nH]c(-c2ccncc2)n1 do in these assays?
PAFAH1B2 FP inh: -4; ZTA counter: -7; EBNA-1 inh: 6; PREPL inhibitor: 11; LYPLA1 counter: -3; PAFAH1B3 inh: -4; LYPLA2 counter: -2; PAFAH2 inh: -1; pPAFAH FP inh: 1

What do the screens show for `Cc1cccc(NC(=O)CCCN2C(=O)C3CC=CCC3C2=O)c1` (stereo not given)?
PAFAH1B2 FP inh: 1; ZTA counter: 5; EBNA-1 inh: 2; PREPL inhibitor: -3; LYPLA1 counter: 0; PAFAH1B3 inh: -5; LYPLA2 counter: -3; PAFAH2 inh: -4; pPAFAH FP inh: 4

What do the screens show for `Cc1nc2ccc(NC(=O)c3ccc([N+](=O)[O-])cc3)cc2[nH]1`?
PAFAH1B2 FP inh: 1; ZTA counter: 5; EBNA-1 inh: -4; PREPL inhibitor: -6; LYPLA1 counter: 2; PAFAH1B3 inh: 13; LYPLA2 counter: 4; PAFAH2 inh: 1; pPAFAH FP inh: 0

Results for O=C(Cc1c(F)cccc1Cl)N1CCN(S(=O)(=O)c2cccc(F)c2)CC1 ?
PAFAH1B2 FP inh: 3; ZTA counter: -17; EBNA-1 inh: -15; PREPL inhibitor: 13; LYPLA1 counter: 0; PAFAH1B3 inh: 1; LYPLA2 counter: 3; PAFAH2 inh: 3; pPAFAH FP inh: 7

What do the screens show for `Cc1nc2ccc(Br)cn2c(=O)c1Cl`?
PAFAH1B2 FP inh: 6; ZTA counter: 9; EBNA-1 inh: 6; PREPL inhibitor: -3; LYPLA1 counter: 0; PAFAH1B3 inh: 3; LYPLA2 counter: 3; PAFAH2 inh: -7; pPAFAH FP inh: -3

Results for COC(=O)c1c(NC(=O)C(C)(C)C)csc1C ?
PAFAH1B2 FP inh: 3; ZTA counter: 7; EBNA-1 inh: -2; PREPL inhibitor: -5; LYPLA1 counter: 2; PAFAH1B3 inh: 4; LYPLA2 counter: -2; PAFAH2 inh: 6; pPAFAH FP inh: 5

How did CCCCc1nc(C(N)=O)c2[nH]c(=O)n(-c3ccc(OC)c(OC)c3)c2n1 do in these assays?
PAFAH1B2 FP inh: 1; ZTA counter: 17; EBNA-1 inh: 5; PREPL inhibitor: 1; LYPLA1 counter: 3; PAFAH1B3 inh: 3; LYPLA2 counter: 12; PAFAH2 inh: -3; pPAFAH FP inh: 0

What do the screens show for `CCC(=O)Nc1ccc(C(=O)COC(=O)c2nc3nccc(C)n3n2)cc1`?
PAFAH1B2 FP inh: 0; ZTA counter: -10; PREPL inhibitor: 4; LYPLA1 counter: -7; PAFAH1B3 inh: 12; LYPLA2 counter: -4; PAFAH2 inh: 19; pPAFAH FP inh: 18

How did COc1ccc2oc(C(=O)OCC(=O)N(Cc3ccccc3)C(C)C)c(C)c2c1 do in these assays?
PAFAH1B2 FP inh: 3; ZTA counter: 10; EBNA-1 inh: 8; PREPL inhibitor: -14; LYPLA1 counter: 2; PAFAH1B3 inh: 7; LYPLA2 counter: 5; PAFAH2 inh: 2; pPAFAH FP inh: 6

What do the screens show for `CCOC(=O)N1CCC(N2C(=O)c3ccccc3C2Nc2cc(Cl)c(OC)cc2OC)CC1` (stereo not given)?
PAFAH1B2 FP inh: 6; ZTA counter: 14; EBNA-1 inh: -3; PREPL inhibitor: 13; LYPLA1 counter: 0; PAFAH1B3 inh: 6; LYPLA2 counter: 2; PAFAH2 inh: 6; pPAFAH FP inh: 11

How did CC1CCN(c2c(NCC3CCC(C(=O)NC4CCCCCC4)CC3)c(=O)c2=O)CC1 (stereo not given) do in these assays?
PAFAH1B2 FP inh: 3; ZTA counter: 8; EBNA-1 inh: 1; PREPL inhibitor: -4; LYPLA1 counter: 3; PAFAH1B3 inh: 11; LYPLA2 counter: -2; PAFAH2 inh: 2; pPAFAH FP inh: 5

Results for CCOc1ncccc1C(=O)Nc1ccc(OC)c(S(=O)(=O)N2CCCCC2)c1 ?
PAFAH1B2 FP inh: -2; ZTA counter: -2; EBNA-1 inh: -7; PREPL inhibitor: -6; LYPLA1 counter: 2; PAFAH1B3 inh: 8; LYPLA2 counter: 3; PAFAH2 inh: 4; pPAFAH FP inh: 3

What do the screens show for `COc1cccc(NC(=O)COc2nc3ccccc3nc2C)c1`?
PAFAH1B2 FP inh: 2; ZTA counter: -3; EBNA-1 inh: -7; PREPL inhibitor: -9; LYPLA1 counter: 2; PAFAH1B3 inh: -1; LYPLA2 counter: 27*; PAFAH2 inh: -6; pPAFAH FP inh: -3

What do the screens show for `CCOC(=O)[C@H]1[C@H]2COc3ccc(C)cc3[C@@H]2N2C(=O)c3cc(C)ccc3NC(=O)[C@@]12C`?
PAFAH1B2 FP inh: 2; PREPL inhibitor: 20; PAFAH1B3 inh: 4; PAFAH2 inh: -1; pPAFAH FP inh: -1

How did Cc1ccccc1C(=O)NC(=S)Nc1ccc(N2CCN(C(=O)c3ccccc3)CC2)cc1 do in these assays?
PAFAH1B2 FP inh: 2; ZTA counter: -7; EBNA-1 inh: 7; PREPL inhibitor: 1; LYPLA1 counter: 0; PAFAH1B3 inh: 0; LYPLA2 counter: 4; PAFAH2 inh: 2; pPAFAH FP inh: 9

What do the screens show for `CCOC(=O)c1cnc2cc(C)nn2c1C`?
PAFAH1B2 FP inh: 1; ZTA counter: -8; EBNA-1 inh: -2; PREPL inhibitor: 0; LYPLA1 counter: 1; PAFAH1B3 inh: -1; LYPLA2 counter: -3; PAFAH2 inh: 1; pPAFAH FP inh: -2

How did O=C(NNc1nc2ccccc2s1)c1ccccc1F do in these assays?
PAFAH1B2 FP inh: 4; ZTA counter: -2; EBNA-1 inh: 6; PREPL inhibitor: -1; LYPLA1 counter: 2; PAFAH1B3 inh: 8; LYPLA2 counter: 5; PAFAH2 inh: -4; pPAFAH FP inh: 5

How did CCOC(=O)c1sc2nc(CC(=O)OC)nc(NCCN(CC)CC)c2c1C do in these assays?
PAFAH1B2 FP inh: 1; ZTA counter: -14; EBNA-1 inh: 0; PREPL inhibitor: -3; LYPLA1 counter: -3; PAFAH1B3 inh: 7; LYPLA2 counter: 6; PAFAH2 inh: 2; pPAFAH FP inh: 6

How did COC(=O)c1cn(C(=O)c2ccco2)c2ccccc12 do in these assays?
PAFAH1B2 FP inh: -1; ZTA counter: -8; EBNA-1 inh: 5; PREPL inhibitor: 3; LYPLA1 counter: 0; PAFAH1B3 inh: 7; LYPLA2 counter: 3; PAFAH2 inh: 7; pPAFAH FP inh: 3

What do the screens show for `Nc1c(-c2ccc(Cl)cc2)cnc2c(-c3ccccc3)cnn12`?
PAFAH1B2 FP inh: 2; ZTA counter: 12; EBNA-1 inh: 9; PREPL inhibitor: 12; LYPLA1 counter: -1; PAFAH1B3 inh: -3; LYPLA2 counter: 2; PAFAH2 inh: 1; pPAFAH FP inh: 2

What do the screens show for `CCCN1CCN(C(=S)Nc2ccc([N+](=O)[O-])cc2)CC1`?
PAFAH1B2 FP inh: 6; ZTA counter: -9; EBNA-1 inh: 13; PREPL inhibitor: 8; LYPLA1 counter: -1; PAFAH1B3 inh: 4; LYPLA2 counter: 4; PAFAH2 inh: -6; pPAFAH FP inh: 1

Results for CCCn1c(C2CC(=O)N(c3ccc(C)cc3)C2)nc2ccccc21 (stereo not given) ?
PAFAH1B2 FP inh: 3; ZTA counter: -3; EBNA-1 inh: -4; PREPL inhibitor: -2; LYPLA1 counter: 0; PAFAH1B3 inh: 4; LYPLA2 counter: -1; PAFAH2 inh: -4; pPAFAH FP inh: -7

What do the screens show for `CC(C)(C)OC(=O)C[C@H]1C/C=C\C[C@H](CC(=O)N(CCO)Cc2ccccc2)C(=O)NC[C@H](c2ccccc2)OC1=O`?
PAFAH1B2 FP inh: 9; PREPL inhibitor: 13; PAFAH1B3 inh: 4; PAFAH2 inh: 7; pPAFAH FP inh: -1

What do the screens show for `COC(CNC(=O)c1cc(C)nn1-c1ccccc1)OC`?
PAFAH1B2 FP inh: 0; ZTA counter: -7; EBNA-1 inh: 1; PREPL inhibitor: 1; LYPLA1 counter: 1; PAFAH1B3 inh: 12; LYPLA2 counter: -11; PAFAH2 inh: -7; pPAFAH FP inh: 15

What do the screens show for `COc1ccc(CC(=O)OCc2csc(CC(=O)Nc3ccc(C)cc3)n2)cc1`?
PAFAH1B2 FP inh: -3; PREPL inhibitor: -13; PAFAH1B3 inh: 13; PAFAH2 inh: 10; pPAFAH FP inh: 27*

Results for COc1ccc(N2CCN(C(=O)c3cccc(N4C(=O)C5CC=CC(C)C5C4=O)c3)CC2)cc1 (stereo not given) ?
PAFAH1B2 FP inh: 1; ZTA counter: 6; EBNA-1 inh: -4; PREPL inhibitor: 20; LYPLA1 counter: -1; PAFAH1B3 inh: 5; LYPLA2 counter: 8; PAFAH2 inh: 8; pPAFAH FP inh: 8

What do the screens show for `CC(NC(=O)C1CCCN(C(=O)c2ccc(Cl)cc2)C1)c1cccc(C(F)(F)F)c1` (stereo not given)?
PAFAH1B2 FP inh: -1; ZTA counter: 12; PREPL inhibitor: -11; LYPLA1 counter: 0; PAFAH1B3 inh: 0; LYPLA2 counter: 3; PAFAH2 inh: 9; pPAFAH FP inh: 3

What do the screens show for `COc1ccc(OC)c2sc(N3CCN(C(=O)c4ccc([N+](=O)[O-])s4)CC3)nc12`?
PAFAH1B2 FP inh: 15; ZTA counter: -11; EBNA-1 inh: -8; PREPL inhibitor: 35; LYPLA1 counter: -4; PAFAH1B3 inh: 6; LYPLA2 counter: -1; PAFAH2 inh: 3; pPAFAH FP inh: 1

How did COc1ccc(CCC(=O)Nc2cc(S(=O)(=O)N3CCOCC3)ccc2OC(C)C)cc1 do in these assays?
PAFAH1B2 FP inh: 8; ZTA counter: 2; PREPL inhibitor: 20; LYPLA1 counter: -2; PAFAH1B3 inh: 5; LYPLA2 counter: 3; PAFAH2 inh: 0; pPAFAH FP inh: 5

How did O=c1c2ccccc2c(-c2ccc(O)cc2)nn1-c1cccc(C(F)(F)F)c1 do in these assays?
PAFAH1B2 FP inh: -4; ZTA counter: -7; EBNA-1 inh: -13; PREPL inhibitor: -1; LYPLA1 counter: -2; PAFAH1B3 inh: 0; LYPLA2 counter: -3; PAFAH2 inh: -13; pPAFAH FP inh: 5

How did COCc1ccc(CN2CCCC(C(=O)Nc3ccc(-c4cccc(OC)c4)cc3)C2)o1 (stereo not given) do in these assays?
PAFAH1B2 FP inh: 0; ZTA counter: -6; EBNA-1 inh: -1; PREPL inhibitor: 3; LYPLA1 counter: 0; PAFAH1B3 inh: 5; LYPLA2 counter: 5; PAFAH2 inh: -1; pPAFAH FP inh: 16

What do the screens show for `CCOC(=O)Cc1cc(=O)n2[nH]c(C)cc2n1`?
PAFAH1B2 FP inh: -4; ZTA counter: 0; EBNA-1 inh: 2; PREPL inhibitor: -7; LYPLA1 counter: 0; PAFAH1B3 inh: 3; LYPLA2 counter: -2; PAFAH2 inh: -12; pPAFAH FP inh: 2

What do the screens show for `O=C1C2C3C=CC(C2C(=O)N1c1cccc(O)c1)C1C2C(=O)N(c4cccc(O)c4)C(=O)C2C31` (stereo not given)?
PAFAH1B2 FP inh: 10; ZTA counter: 6; EBNA-1 inh: -8; PREPL inhibitor: 3; LYPLA1 counter: -4; PAFAH1B3 inh: 1; LYPLA2 counter: -11; PAFAH2 inh: 3; pPAFAH FP inh: 3
